Screening data from PubChem.
PHOSPHO1 block = inhibitors of human PHOSPHO1 phosphatase; Q8TCT1; recombinant PHOSPHO1, absorbance phosphatase assay; hit rate 1.1% among 290,000; inhibition, % at 13.3 µM; in the data active = inhibition above about 60%
Target sequence (Q8TCT1 whole entry, looked up): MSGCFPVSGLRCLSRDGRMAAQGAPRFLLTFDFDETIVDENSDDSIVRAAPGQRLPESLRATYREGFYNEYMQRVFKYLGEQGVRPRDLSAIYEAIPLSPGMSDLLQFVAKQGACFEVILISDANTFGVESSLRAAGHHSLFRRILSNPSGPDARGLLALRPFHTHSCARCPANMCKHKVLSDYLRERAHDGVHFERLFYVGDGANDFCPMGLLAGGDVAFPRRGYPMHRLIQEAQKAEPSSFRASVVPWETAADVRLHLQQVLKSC
VIM-2 inh = inhibitors of Pseudomonas aeruginosa VIM-2 metallo-beta-lactamase | purified VIM-2, nitrocefin hydrolysis, epi-absorbance fluorescence | inhibition, % at 5.6 µM | hit rate 0.89% among 290,000 | AID 1527;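 active = inhibition above the mean of all tested compounds plus 3 SD, cutoff set per screening run, cut at about 7.5% in these data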;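 also: red hydrolysis product quenches plate fluorescence so inhibitors raise well fluorescence; 0% = enzyme with DMSO and 100% = DMSO without enzyme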
HCV NS3 hel inh = blocks Hepatitis C virus NS3 helicase unwinding; hit rate 0.56% among 290,000; NS3 helicase DNA unwinding, Cy5 molecular beacon fluorescence; inhibition, % at 10.9 µM; AID 1800;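 active = inhibition above the mean of all tested compounds plus 3 SD, set per campaign, cut at about 35% in these data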;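 also: 0% = DMSO wells and 100% = thioflavine S control wells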
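Compound dosing – single dose, 10.9 µM nominal final, DMSO 0.8% final · System – NS3 helicase fragment of HCV · Buffer or medium – MOPS pH 6.5, MgCl2, DTT, Tween20, BSA · Signal – Cy5 beacon fluorescence read at start and 1 h · Also added – annealed dual-labelled DNA beacon duplex, ATP-started · Schedule – 1 h at 25 °C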
IMP-1 inh = blocks Pseudomonas aeruginosa IMP-1 metallo-beta-lactamase. purified IMP-1, nitrocefin hydrolysis, epi-absorbance fluorescence. hit rate 0.45% among 290,000. inhibition, % at 5.6 µM;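 active = inhibition above the mean plus 3 SD of all compounds in the same screening run, cut at about 4.5% in these data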;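 also: 0% = IMP-1 with DMSO and 100% = DMSO wells lacking enzyme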
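System: purified IMP-1; amount: IMP-1 0.2 nM before substrate addition; compound: single dose, 5.6 µM; times: 25 °C, 15 min preincubation, 25 min reaction; signal: Epi-absorbance via hydrolysed-nitrocefin quenching of white-plate fluorescence, 480/530 nm, EDTA stop; benchmarks: DMSO with and without IMP-1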
SUMO HTRF inh = inhibitors of human SUMOylation (UBC9); inhibition, % at 35 µM; P63279; hit rate 0.36% among 290,000; HTRF SUMOylation assay, SAE1/SAE2 + UBC9, in vitro; in the data active = inhibition above about 50%, passing the limit was not always enough; also: strong numbers were not always called active
Target sequence (P63279 whole entry, looked up): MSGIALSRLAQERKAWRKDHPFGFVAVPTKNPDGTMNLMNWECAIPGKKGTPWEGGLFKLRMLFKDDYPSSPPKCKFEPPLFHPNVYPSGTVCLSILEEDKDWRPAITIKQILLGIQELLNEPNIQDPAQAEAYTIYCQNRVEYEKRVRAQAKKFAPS
pCIP destab = p/CIP protein destabilization | Q05BA5 | F442A p/CIP-EGFP cells, EGFP fluorescence, 16 h | hit rate 0.01% among 290,000 | decrease of EGFP signal, % at 10 µM;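 active = EGFP signal decrease of at least 30% at 10 µM or well 3 SD below plate mean, unless failing retest; inactive = the rest, including hits failing retest or dose response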; also: some compounds called inactive have numbers as strong as hits; many of its hits are not listed in these tables
IDE act = activators of human insulin-degrading enzyme in cells. P14735. HEK cells, FAbeta-B cleavage, fluorescence polarization; 0% vehicle, 100% cell-free pure enzyme wells. activation, % at 5.96 µM. hit rate 0.073% among 340,000. AID 493087;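 active = activation above the mean of all tested compounds plus 3 SD, set per screening campaign, cut at about 17% in these data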
MEKK3 PB1 HTS = MEKK3-MEK5 PB1 interaction, increase or decrease; hit rate 1.4% among 290,000; bead-based flow cytometry, Alexa488-MEK5 binding to MEKK3; actives lie on both sides; 0 = blocked by unlabeled MEK5, 100 = vehicle; binding response (% of control), % at 10 µM;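 active = binding response more than 3 SD above or below the average of its plate-row segment, actives on both sides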;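 also: Alexa488 bead fluorescence after subtracting the streptavidin-only scavenger bead signal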
Target sequence (Q99759 whole entry, looked up): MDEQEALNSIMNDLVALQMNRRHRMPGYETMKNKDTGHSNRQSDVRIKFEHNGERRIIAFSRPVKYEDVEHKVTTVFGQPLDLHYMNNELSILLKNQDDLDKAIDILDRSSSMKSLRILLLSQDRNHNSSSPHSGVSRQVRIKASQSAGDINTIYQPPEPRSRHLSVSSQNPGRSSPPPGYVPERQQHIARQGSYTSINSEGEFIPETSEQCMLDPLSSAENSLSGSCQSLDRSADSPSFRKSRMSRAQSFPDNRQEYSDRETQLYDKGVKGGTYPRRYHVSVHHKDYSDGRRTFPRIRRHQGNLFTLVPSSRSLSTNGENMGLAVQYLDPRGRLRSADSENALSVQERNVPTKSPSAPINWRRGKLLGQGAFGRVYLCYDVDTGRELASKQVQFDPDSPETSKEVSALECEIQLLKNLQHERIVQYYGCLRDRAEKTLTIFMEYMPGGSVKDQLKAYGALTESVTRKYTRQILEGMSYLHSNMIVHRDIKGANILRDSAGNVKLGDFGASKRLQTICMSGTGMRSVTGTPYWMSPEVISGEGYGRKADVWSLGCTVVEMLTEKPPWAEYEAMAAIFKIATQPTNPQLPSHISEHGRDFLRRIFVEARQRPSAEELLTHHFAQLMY
DNA FID counter = counter-screen for HCV NS3 helicase inhibitors: DNA intercalator displacement. DNA fluorescent intercalator displacement, fluorescence. inhibition, % at 7.9 µM. hit rate 0.17% among 290,000. AID 1845; in the data active = inhibition above about 37%;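 also: 0% = vehicle and 100% = reference compound; higher means more ethidium bromide displaced from hairpin DNA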
An asterisk follows results filed as active; / = not tested or not shown; & = joins results of further samples. A portion of the library, so the mix of outcomes need not match the whole.

cpd	structure	pCIP destab	SUMO HTRF inh	MEKK3 PB1 HTS	DNA FID counter	HCV NS3 hel inh	IMP-1 inh	VIM-2 inh	PHOSPHO1 block	IDE act
1	Cc1ccc(-n2c(SCC(=O)Nc3cccc(S(=O)(=O)NC4=NCCCCC4)c3)nc3ccccc3c2=O)cc1C	-5.5	-4.0	105.0	-32.3	10.2	-1.4	-4.2	6.6	-1.8
2	COc1cccc(CNC(=O)CCCSc2ccccc2)c1	10.0	-6.6	99.0	-23.1	3.2	0.0	0.4	-2.8	-1.6
3	O=C(Cc1ccccc1)Nc1ccc(C(=O)NCC2COc3ccccc3O2)cc1 (configuration not stated)	-3.3	8.7	102.0	-13.1	-14.7	-2.7	0.0	-6.4	2.7
4	O=C(NC1CCCCC1)C(c1ccco1)N(C(=O)c1csnn1)c1cccc(Cl)c1 (configuration not stated)	-15.7	17.9	99.0	-32.3	17.6	-3.0	-2.2	30.5	-1.9
5	CCc1ccccc1NC(=O)C(Cc1ccccc1)c1nn[nH]n1 (configuration not stated)	-0.2	7.9	100.0	-12.2	-14.6	1.1	3.8	28.7	5.7
6	CN(C)S(=O)(=O)c1ccc(Cl)c(NC(=O)COc2ccccc2[N+](=O)[O-])c1	-6.5	8.4	104.0	-6.1	-6.5	-2.1	-4.4	-13.2	0.5
7	CCN(CC)S(=O)(=O)c1ccc(N2CCCC2)c(NS(=O)(=O)c2ccc(F)cc2)c1	-1.8	6.3	95.0	-19.6	-14.0	-2.5	-1.9	-63.9	5.5
8	CC(=O)n1cc([C@H]2C=C(C(=O)N3CCN(Cc4ccccc4)CC3)O[C@@H](OCc3ccc(CO)cc3)C2)c2ccccc21	-18.1	6.9	100.0	-23.4	-19.8	-0.9	-2.1	34.6	-1.2

cpd	structure	pCIP destab	SUMO HTRF inh	MEKK3 PB1 HTS	DNA FID counter	HCV NS3 hel inh	IMP-1 inh	VIM-2 inh	PHOSPHO1 block	IDE act
9	NC(=NCCc1ccccc1)NS(=O)(=O)c1ccc2ccccc2c1	-1.6	-12.0	106.0	-18.6	-1.7	-2.7	-3.3	-10.5	3.1
10	O=C(N/N=C/c1ccncc1)c1ccccc1	11.4	-21.2	95.0	2.9	-0.8	-0.2	-5.4	17.9	-3.5
11	Cc1ccc(NC(=O)CSc2nncn2N)cc1C	0.3	1.1	108.0	-1.4	5.5	-2.7	-2.4	/	0.6
12	Cc1ccccc1NC(=S)N(CCN1CCOCC1)Cc1ccccc1F	-30.9	6.0	96.0	-2.2	-0.5	-3.8	-1.1	12.3	-1.9
13	COCC(C)n1c(SCC(=O)N2CCc3ccccc3C2)nc2ccccc2c1=O (configuration not stated)	7.4	-13.1	108.0	-44.9	-5.8	-0.7	-1.4	-10.5	3.9
14	CC(C)c1ccc(OCC(=O)NC(C)c2ccccc2)cc1 (configuration not stated)	3.4	2.2	100.0	-29.1	3.0	-0.9	0.7	8.5	3.4
15	O=S(=O)(c1ccc(F)c(F)c1)N1CCN(c2ccccn2)CC1	9.4	2.2	99.0	-9.9	-9.7	-2.6	-1.3	-41.6	1.5
16	CC(C)[C@H](NC(=O)[C@@H]1Cc2ccccc2CN1)C(=O)Nc1ccc2c(c1)OCO2	-1.8	2.4	101.0	4.7	-9.2	-2.6	-3.9	17.4	3.7

cpd	structure	pCIP destab	SUMO HTRF inh	MEKK3 PB1 HTS	DNA FID counter	HCV NS3 hel inh	IMP-1 inh	VIM-2 inh	PHOSPHO1 block	IDE act
17	C#Cc1ccc(CN2CCC(Oc3cc(C(=O)NC4CC4)ccc3OC)CC2)cc1	-6.5	-1.1	100.0	2.4	-5.6	-3.0	-2.7	26.5	1.7
18	CCCCCc1ccc(C(=O)CCCC)c(=S)[nH]1	-9.4	31.4	100.0	-17.9	7.0	-1.2	-1.6	2.0	3.5
19	CCOC(=O)CCc1nc2ccccc2[nH]1	-11.4	8.7	108.0	-0.3	-0.4	-2.8	-3.3	-9.4	4.3
20	Clc1cccc(C2Nc3cccc4cccc(c34)N2)c1	-2.8	28.1	107.0	0.2	54.6*	1.9	4.1	29.5	2.2
21	CCOC(=O)N1CCC(NCCNC(=O)c2ccc(Cl)cc2)CC1	-0.2	0.9	108.0	9.2	3.8	-3.5	-2.2	-7.5	5.9
22	Cc1c(NC(=S)NNC(=O)CCC(=O)O)c(=O)n(-c2ccccc2)n1C	4.7	21.1	99.0	-2.4	-4.5	-3.8	-2.2	34.7	6.3
23	Cc1cc(C(N)=O)c2cc(Br)ccc2n1	-0.6	-2.3	104.0	1.1	5.0	-1.1	-1.0	-0.6	4.4
24	Cc1cc(C)nc(NS(=O)(=O)c2ccc(NS(=O)(=O)c3ccccc3)cc2)n1	-8.7	20.8	94.0	-3.8	1.8	-3.8	-4.9	6.1	0.7

cpd	structure	pCIP destab	SUMO HTRF inh	MEKK3 PB1 HTS	DNA FID counter	HCV NS3 hel inh	IMP-1 inh	VIM-2 inh	PHOSPHO1 block	IDE act
25	Cc1cc(C)n(-c2ccc(Cl)c(C(=O)NCc3ccccc3)n2)n1	-14.7	15.8	102.0	-4.0	12.2	-2.7	-3.5	29.5	-1.8
26	O=C(/C=C/c1cccs1)Nc1cccc(NC(=O)/C=C/c2cccs2)n1	1.2	-7.0	104.0	-14.2	-54.6	-2.7	-0.5	-16.0	2.6
27	Cc1cc(C(=O)CN2C(=O)NC(C)(CC(C)C)C2=O)c(C)n1-c1ccc2c(c1)OCO2 (configuration not stated)	-3.7	11.3	99.0	-27.3	3.9	-1.8	-3.2	4.1	1.1
28	CCCc1nnc(NC(=O)CCC(=O)N2CCN(Cc3ccc(C)cc3C)CC2)s1	-6.9	5.0	98.0	-31.7	-1.0	0.3	-0.7	23.9	6.6
29	COc1cc(/C=N/n2nnnc2N)ccc1OCC(N)=O	2.7	7.7	104.0	-2.2	-3.4	-1.2	0.8	25.3	1.3
30	O=C(NCc1ccco1)C1CCN(S(=O)(=O)N2CCC3(CC2)OCCO3)CC1	-11.3	-0.2	95.0	-12.7	1.3	-6.2	-6.2	-0.5	5.1
31	CC(=O)c1cc(CN2CCC(N3CCC(C(=O)NC(C)C)CC3)CC2)cs1	1.0	2.4	105.0	3.5	-2.5	-3.4	-3.2	39.5	-0.9
32	Cc1sc2nc(-c3ccccc3)[nH]c(=O)c2c1-c1ccccc1	-18.6	21.0	95.0	-3.8	2.9	-2.1	-1.5	3.4	/

cpd	structure	pCIP destab	SUMO HTRF inh	MEKK3 PB1 HTS	DNA FID counter	HCV NS3 hel inh	IMP-1 inh	VIM-2 inh	PHOSPHO1 block	IDE act
33	CC1(C)SC2C(NC(=O)COc3ccccc3)C(=O)N2C1C(=O)O (configuration not stated)	-5.0	6.1	105.0	-31.4	35.6	-1.5	-0.8	6.4	9.1&5.2
34	CC1CN(C(=O)/C=C/c2cccc([N+](=O)[O-])c2)CC(C)O1 (configuration not stated)	/	/	101.0	1.9	-8.0	-0.3	-0.1	/	3.8
35	CCC(=O)c1ccc(N2CCN(C(=O)c3ccccc3F)CC2)c(F)c1	8.2	17.7	96.0	-20.3	-2.4	-0.5	-1.2	-5.1	1.5
36	CC(=O)N/C(=N/c1nc(C)cc(C)n1)Nc1cccc(C)c1	9.7	12.0	105.0	-21.8	7.6	-2.9	4.4	-6.4	3.2
37	CC(C)[C@H](NC(=O)c1ccccc1)C(=O)OCC(=O)c1ccc2c(c1)NC(=O)CO2	-10.2	27.8	98.0	-16.4	15.7	1.6	-0.5	16.2	-1.3
38	COc1ccccc1-c1cc(C(=O)Nc2cc(C)n(Cc3ccc(Cl)cc3)n2)no1	-8.0	-9.6	99.0	-0.8	-5.1	-1.3	-1.5	37.9	-3.8
39	COc1cc(C2C(C#N)=C(N)Oc3cc(C)oc(=O)c32)cc(OC)c1OC (configuration not stated)	5.4	-13.8	103.0	-2.7	-1.0	-4.4	-3.9	44.1	2.9
40	CN1CCN(NC(=O)c2cc([N+](=O)[O-])cc([N+](=O)[O-])c2)CC1	-2.2	26.1	102.0	2.0	-3.1	-2.4	-4.0	4.3	-3.1

cpd	structure	pCIP destab	SUMO HTRF inh	MEKK3 PB1 HTS	DNA FID counter	HCV NS3 hel inh	IMP-1 inh	VIM-2 inh	PHOSPHO1 block	IDE act
41	CNC(=O)/C(=N\O)c1ccccc1	1.7	-2.1	105.0	4.5	4.9	-3.0	-2.6	-36.1	/
42	COc1ccc(S(=O)(=O)NC2CCSc3ccccc32)cc1OC (configuration not stated)	-11.2	3.8	92.0	-26.1	9.0	-3.2	-3.5	39.1	-5.3
43	Fc1ccccc1CCNc1c2c(nc3ncnn13)CCCC2	-19.6	11.9	101.0	-14.6	-3.0	-1.9	0.4	-12.5	0.6
44	CC1=CC(C)(C)Nc2ccc(OC(=O)CN3C(=O)c4cccc5cccc(c45)C3=O)cc21	-1.8	11.0	/	-15.8	39.4*	1.7	0.7	11.4	-3.1
45	O=C(N/N=C/c1ccco1)c1ccc(C(=O)N/N=C/c2ccco2)o1	-3.4	15.6	97.0	-14.1	-3.8	-3.6	-4.0	-21.7	1.8
46	CCCCNC(=S)NC(C)(C)CO	3.7	8.0	105.0	10.2	-4.6	-2.1	-3.4	-10.9	0.8
47	CCN(C(=O)CN1C(=O)S/C(=C\C=C\c2ccccc2)C1=O)C1CCS(=O)(=O)C1 (configuration not stated)	-4.1	0.3	97.0	-50.2	-15.0	-1.9	1.9	37.5	4.5
48	CN(C)c1ccc(/C(=N\O)c2ccccc2)cc1	-7.8	-9.7	101.0	0.1	-3.6	-0.1	-4.3	6.3	6.4

As entered above:
MEKK3 PB1 HTS, Cc1c(NC(=S)NNC(=O)CCC(=O)O)c(=O)n(-c2ccccc2)n1C stands at 99.0
PHOSPHO1 block, O=C(N/N=C/c1ccncc1)c1ccccc1 stands at 17.9

Further records follow.
cpd	structure	pCIP destab	SUMO HTRF inh	MEKK3 PB1 HTS	DNA FID counter	HCV NS3 hel inh	IMP-1 inh	VIM-2 inh	PHOSPHO1 block	IDE act
49	O=C(CNC(=O)c1ccc([N+](=O)[O-])cc1)c1ccccc1	-3.6	1.5	109.0	4.1	8.7	-1.1	0.6	9.4	4.0
50	CCCCN1C(=O)c2ccc(C(=O)NCc3ccco3)cc2C1=O	1.1	1.7	102.0	-20.2	1.0	-2.6	-0.1	-11.5	-0.6
51	CN(C(=O)c1ccccc1Cl)c1ccccc1C(=O)NCCc1ccccc1	4.0	-8.7	106.0	-42.7	-1.0	-3.4	-4.0	21.2	2.1
52	Cc1ccc(-c2nn3c(C)nnc3s2)cc1NC(=O)c1cccnc1	12.2	16.9	111.0	-8.1	4.1	-2.4	-2.2	9.6	3.5
53	O=C(CSc1nc2ccccc2c(=O)[nH]1)c1ccc(O)cc1O	3.3	11.5	102.0	-1.6	-23.2	-0.7	3.1	-5.1	3.3
